Source: PubChem BioAssay
MOR-DOR ag: agonists of human mu-delta opioid receptor heterodimerization; P35372+P41143; 340,000 tested, 0.3% active; activation, % at 9.3 µM; cells, OPRM1-OPRD1 heterodimerization, luminescence; in the data active = activation above about 18%;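 also: 0% = vehicle-treated cells and 100% = reference agonist; values of inactives mirror those of a sister screen read the other way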
DSG3 Ab inh: human desmoglein-3 autoantibody binding inhibition; binding (percent of control), % at 10 µM; P32926; 310,000 tested, 0.48% active; DSG3-coupled beads, scFv-anti-DSG3-GFP binding, flow cytometry; hits give low values; AID 588358;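 active = binding more than 3 SD below its plate's average and above zero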;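 also: hits lower antibody fragment binding to DSG3; some compounds called inactive have numbers as strong as hits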
Target sequence (P32926 whole entry, looked up, the tested form may be a part): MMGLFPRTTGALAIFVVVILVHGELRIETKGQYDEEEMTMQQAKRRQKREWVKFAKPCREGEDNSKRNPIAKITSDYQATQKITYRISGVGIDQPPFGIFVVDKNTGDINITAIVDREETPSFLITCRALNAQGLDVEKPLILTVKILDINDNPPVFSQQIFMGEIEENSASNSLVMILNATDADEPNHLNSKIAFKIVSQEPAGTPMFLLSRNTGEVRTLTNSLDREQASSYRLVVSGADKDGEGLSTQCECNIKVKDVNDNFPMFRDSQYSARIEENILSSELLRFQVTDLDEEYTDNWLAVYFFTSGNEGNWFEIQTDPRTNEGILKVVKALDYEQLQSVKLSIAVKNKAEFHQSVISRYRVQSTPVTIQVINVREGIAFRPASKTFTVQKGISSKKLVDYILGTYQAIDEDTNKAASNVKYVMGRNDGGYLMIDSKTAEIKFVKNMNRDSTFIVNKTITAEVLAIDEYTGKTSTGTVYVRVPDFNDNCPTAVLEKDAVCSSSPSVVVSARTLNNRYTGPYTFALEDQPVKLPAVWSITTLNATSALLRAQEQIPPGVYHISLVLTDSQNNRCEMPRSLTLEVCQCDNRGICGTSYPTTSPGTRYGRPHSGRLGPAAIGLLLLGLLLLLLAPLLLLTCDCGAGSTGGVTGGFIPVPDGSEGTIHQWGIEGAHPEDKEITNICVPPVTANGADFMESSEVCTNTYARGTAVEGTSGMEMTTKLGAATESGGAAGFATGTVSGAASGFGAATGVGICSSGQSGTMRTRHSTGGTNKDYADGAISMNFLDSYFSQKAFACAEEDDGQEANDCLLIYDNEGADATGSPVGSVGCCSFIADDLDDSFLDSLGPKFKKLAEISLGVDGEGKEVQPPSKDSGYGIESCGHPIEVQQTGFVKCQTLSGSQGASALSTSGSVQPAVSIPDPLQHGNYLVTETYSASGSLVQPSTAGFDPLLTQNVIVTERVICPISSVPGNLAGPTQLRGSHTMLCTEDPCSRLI
Arr AP2 block: human beta-arrestin and AP2 interaction inhibition | 340,000 tested, 0.31% active | AID 504490 | FITC-arrestin peptide / GST-AP2 beads, flow cytometry; AP2 beta2 appendage carries R879A mutation | inhibition, % at 10 µM;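 active = inhibition above a set limit, near 3 SD of compounds lacking own fluorescence, cut at about 54% in these data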;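 also: plate controls were DMSO wells for no effect and 5 µM unlabelled arrestin peptide for full effect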
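Test system: GST-tagged AP2 beta2-adaptin appendage (R879A) on 4 µm glutathione beads; also added: fluorescein-tagged arrestin peptide at 50 nM final; timing: 12 min plus 1 h, RT; signal: flow cytometry, FL1 (488/535 nm); read-out: percent drop in bead-associated FITC signal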
Wnt bcat act: activators of Wnt/beta-catenin signaling. Wnt/beta-catenin reporter cell assay, activator, plate reader. activation, % at 9.35 µM. 300,000 tested, 1.2% active. AID 743398; in the data active = activation above about 30%, passing the limit was not always enough;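 also: 0% = neutral control wells and 100% = positive control wells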
V-ATPase pHluor: yeast V-ATPase proton transport regulation by pHLuorin; S. cerevisiae, pHLuorin cytosolic pH fluorescence; response, % at 10 µM; 350,000 tested, 0.37% active; in the data active = response mostly above about 7.3%, no sharp cut-off; inactive = mostly below about 5.4%; also: actives read high; inactives centre near 0; some compounds called inactive have numbers as strong as hits; reference of the scale not given here
Keap1 Nrf2 FP: inhibitors of human Keap1-Nrf2 protein-protein interaction. Q14145. Keap1 Kelch-Nrf2 peptide fluorescence polarization, 1536-well. inhibition, % at 9.4 µM. 340,000 tested, 0.15% active. AID 504523; in the data active = inhibition above about 12%;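 also: human Keap1 Kelch domain with fluorescein labeled Nrf2 9mer peptide probe; 0% = neutral control wells and 100% = peptide positive control; higher means more block of Keap1 binding to Nrf2 peptide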
MOR-DOR inv ag: mu-delta opioid heterodimer inverse agonism; cell-based MOR-DOR heterodimer luminescence; inhibition, % at 9.3 µM; 340,000 tested, 0.21% active; in the data active = inhibition above about 22%, passing the limit was not always enough;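 also: 0% = cells with DMSO and 100% = wells without cells with DMSO; values of inactives mirror those of a sister screen read the other way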
LANA DNA inh: KSHV C-LANA DNA binding inhibition; MBP-C-LANA/FAM-LBS DNA binding, fluorescence polarization; inhibition, % at 9 µM; 340,000 tested, 0.078% active; AID 504423;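 active = highest replicate inhibition at or above 60% at 9 µM, even if other replicates fall short; inactive = all replicates below 60% inhibition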;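 also: 0% = neutral control wells and 100% = 4 µM acridine orange control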
cardiac RTF act: cardiac RTF calcium sensitization | P19429+P45379 | IANBD-labeled TnC RTF fluorescence at EC20 calcium; 0% EC20 calcium, 100% full calcium | activation, % at 7.2 µM | 340,000 tested, 0.24% active;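 active = activation above the mean over all tested compounds plus 3 SD, cut at about 30% in these data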;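 also: rise in fluorescence read as greater calcium sensitivity of cardiac thin filaments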
Cardiac RTF inh: cardiac RTF calcium desensitization. IANBD-labeled cardiac RTF, Ca2+ fluorescence. inhibition, % at 7.15 µM. AID 493244. 340,000 tested, 0.12% active. P19429+P45379;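 active = inhibition above the mean inhibition of all tested compounds plus 3 SD, cut at about 17% in these data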;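 also: assay run at fixed EC70 calcium of 1.6 mM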
Numbers without * were called inactive; i = inactive; / = no result given.

Second line of a record: LANA DNA inh	V-ATPase pHluor	cardiac RTF act	Arr AP2 block	DSG3 Ab inh	MOR-DOR ag	Wnt bcat act	Cardiac RTF inh	Keap1 Nrf2 FP	MOR-DOR inv ag
- CCCCN(C(=O)CN1C(=O)C2CCCCC2C1=O)c1c(N)n(CCCC)c(=O)[nH]c1=O (centres undefined)
  0.5	0	-5	15	106	-1.1	-1	-7	-4	7
- c1ccc(-c2noc(CSc3nc4ccccc4o3)n2)cc1
  0.3	6	3	1	102	6.0	/	-4	-7	-26
- COc1cc(C2CC(=O)Oc3cc4c(cc32)OCO4)cc(OC)c1OC (centres undefined)
  0.5	2	-2	35	100	-3.0	-2	2	0	15
- O=C1CC(SCCO)C(=O)N1c1ccccc1 (centres undefined)
  0.7	-5	1	0	97	-3.3	-2	-2	1	17
- CCn1c(SCC(=O)c2c[nH]c3ccccc23)nnc1-c1cccs1
  2.0	1	9	-15	117	0.1	/	-11	-1	0
- COc1ccc(C(=O)C2C(c3ccc(-c4ccccc4[N+](=O)[O-])o3)NC(=O)NC2(O)C(F)(F)F)cc1 (centres undefined)
  -0.2	2	2	14	/	8.1	-4	-2	-5	-39
- CN(C)/C(=N\S(=O)(=O)c1ccccc1)c1ccc(Cl)cc1
  -1.3	0	2	-14	101	-3.8	-3	-2	3	18
- O=c1[nH]n(-c2ccc([N+](=O)[O-])cc2)c(=O)c2ccccc12
  0.7	-1	2	14	107	-1.6	-1	-5	0	8
- FC(F)C(F)(F)c1cc(-c2ccc(Cl)cc2)n[nH]1
  /	1	/	-15	94	/	17	/	/	/
- COCCNC(=O)CN(Cc1ccc(OC)cc1)C(=O)CCC(=O)Nc1nccs1
  -1.0	0	-5	2	107	-1.3	2	-9	-1	7
- CC(C)(C)c1nnc(NS(=O)(=O)c2ccc(F)cc2)s1
  0.1	-3	-4	7	111	0.2	0	4	-2	-1
- COc1ccc(CCC(=O)NCc2cn3ccsc3n2)cc1
  0.5	3	6	-1	89	2.1	/	-25	-6	-12
- CCCOC(=O)NC1C(NC(=O)OCCC)N(C)C(=O)N1C (centres undefined)
  4.3	-3	-3	35	100	-1.5	/	0	-1	8
- S=C(NCc1ccccn1)Nc1ccc(Cl)cc1Cl
  -0.4	2	1	-8	107	-1.6	/	-6	-1	9
- COC(=O)C1=C(Cn2cnc3ccccc32)NC(=O)NC1c1cc(C)ccc1C (centres undefined)
  2.2	-4	-5	12	112	/	-4	-5	-3	/
- Cc1ccc(CN2CCC(c3cc(-c4ccc(Cl)cc4)n[nH]3)CC2)cc1
  1.9	2	10	-5	97	8.0	-2	-15	-3	-41
- COc1ccc(C2C(C#N)=C(N)N(N(C)C)C3=C2C(=O)CC(C)(C)C3)cc1OC (centres undefined)
  0.3	4	-1	1	98	-1.6	0	-11	-4	8
- COc1ccc(-c2nnnn2CCc2ccccc2)cc1
  -0.3	3	1	-10	126	-1.4	/	0	-5	8
- O=C(CCn1nc(-c2ccc(Cl)cc2)ccc1=O)N1CCN(c2ccccc2)CC1
  2.0	2	12	-17	98	-0.3	1	-6	-2	2
- CCCCn1c(CCC(=O)O)nc2cc(S(=O)(=O)N3CCCC3)ccc21
  1.7	-2	-2	11	97	-1.7	-1	5	-5	9
- CCOc1ccc(C2C3=C(Nc4nc(N)[nH]c(=O)c42)c2ccccc2C3=O)cc1 (centres undefined)
  -0.8	0	-19	11	124	-3.6	-5	-4	3	19
- COc1ccc(-c2ccnc3nc(Sc4ncc(C(F)(F)F)cc4Cl)nn23)cc1
  -1.5	0	0	-9	96	1.4	-4	-4	-5	-7
- CCn1c(SCC(=O)Nc2c(C#N)cnn2-c2ccccc2)nnc1-c1cccs1
  /	-1	/	-2	111	/	0	/	/	/
- O=C(Nc1nccs1)c1cc2sccc2n1Cc1ccc(Cl)cc1
  -3.1	0	-4	1	96	1.0	2	2	0	-6
- Cc1ccsc1C(=O)NCCc1nnc2ccccn12
  -0.4	-3	-6	-9	93	-2.9	19	-2	-2	15
- COc1ccc(NC(=O)CCNC(=O)Cn2cnc3sc4c(c3c2=O)CCCC4)c(OC)c1
  -1.0	-2	-1	5	/	-0.3	3	-24	-4	2
- C=CCNC(=O)c1oc2ccc(S(=O)(=O)N(CC)CC)cc2c1C
  -1.5	4	1	-1	100	0.5	/	-2	-10	-3
- CCN(C(=O)c1cnc(NC(C)C)cc1C(F)(F)F)c1ccc(Cl)cc1
  -0.6	4	17	39	107	0.3	-2	-4	-7	-1
- CCN(C(=O)c1ccc(S(=O)(=O)N2CCOCC2)cc1)C1CCS(=O)(=O)C1 (centres undefined)
  0.4	0	-9	-4	98	-0.4	-3	2	-4	2
- CCC(C)(C)NC(=O)CN(CC1CCCO1)C(=O)CCC(=O)Nc1nccs1 (centres undefined)
  -0.4	-2	-1	6	104	-2.7	1	-5	-5	11
- COc1cc(-c2nnc(-c3cc(OC)c(OC)c(OC)c3)o2)cc(OC)c1OC
  -0.8	0	2	-5	/	-1.7	-1	-6	2	7
- Cc1cc(NC(=O)c2ccc(C)c([N+](=O)[O-])c2)no1
  -0.4	3	4	4	93	0.9	/	-52	-11	-6
- O=C1c2c(O)cc(O)cc2O[C@H](c2ccc(O)c(O)c2)[C@H]1O
  -2.2	5	4	6	116	-0.4	-2	-2	-9	2
- Cc1ncoc1C(=O)Nc1ncc([N+](=O)[O-])s1
  -0.9	2	-2	21	103	-2.2	37*	-12	-6	11
- O=C1NC2c3c(I)sc(I)c3C(=O)C2O1 (centres undefined)
  12	-4	11	3	92	-2.9	-10	-26	-2	15
- CCC(CC)C(=O)Nc1ccc(C)c(O)c1
  4.8	-1	-4	21	100	-2.4	/	-5	1	12
- C=C1CCN([C@H](C(=O)NCc2ccc(Cl)c(Cl)c2)C(C)C)S(=O)(=O)c2ccccc21
  -0.4	-4	11	0	104	8.7	2	-1	-2	-47
- Cc1ccc(C(=O)OCC(=O)N2CCC(C)CC2)cc1S(=O)(=O)N1CCCCC1
  -0.1	1	0	-18	104	0.5	1	3	1	-3
- CC1=NN(C(N)=S)C(=O)C1N=Nc1ccc([N+](=O)[O-])cc1 (centres undefined)
  -0.9	-3	1	12	108	-3.3	/	-7	-2	15
- O=C(Cn1c2ccc(F)cc2c2nc3n(c(=O)c21)CCS3)N1CCCC1
  -4.5	-4	0	6	/	-1.4	/	-21	0	9

Record cards (already shown).
`O=C(Cn1c2ccc(F)cc2c2nc3n(c(=O)c21)CCS3)N1CCCC1` is listed with LANA DNA inh = -4.5; V-ATPase pHluor = -4; cardiac RTF act = 0; Arr AP2 block = 6; DSG3 Ab inh = /; MOR-DOR ag = -1.4; Wnt bcat act = /; Cardiac RTF inh = -21; Keap1 Nrf2 FP = 0; MOR-DOR inv ag = 9
`O=C1c2c(O)cc(O)cc2O[C@H](c2ccc(O)c(O)c2)[C@H]1O` is listed with LANA DNA inh = -2.2; V-ATPase pHluor = 5; cardiac RTF act = 4; Arr AP2 block = 6; DSG3 Ab inh = 116; MOR-DOR ag = -0.4; Wnt bcat act = -2; Cardiac RTF inh = -2; Keap1 Nrf2 FP = -9; MOR-DOR inv ag = 2
`CC1=NN(C(N)=S)C(=O)C1N=Nc1ccc([N+](=O)[O-])cc1` (centres undefined) is listed with LANA DNA inh = -0.9; V-ATPase pHluor = -3; cardiac RTF act = 1; Arr AP2 block = 12; DSG3 Ab inh = 108; MOR-DOR ag = -3.3; Wnt bcat act = /; Cardiac RTF inh = -7; Keap1 Nrf2 FP = -2; MOR-DOR inv ag = 15

The results go on:
Second line of a record: LANA DNA inh	V-ATPase pHluor	cardiac RTF act	Arr AP2 block	DSG3 Ab inh	MOR-DOR ag	Wnt bcat act	Cardiac RTF inh	Keap1 Nrf2 FP	MOR-DOR inv ag
- CCCNC(=O)c1ccc(-c2nn(C)c(=O)c3ccccc23)cc1
  -0.8	-1	0	30	109	-2.1	-1	0	-1	12
- CN1CCC(=NNC(=O)C(=O)NCc2ccccc2)CC1
  -0.1	-1	5	5	101	-1.1	1	-7	0	7
- CCC(=O)Oc1ccc(C(=O)Nc2ccc3c(c2)OCO3)cc1
  -1.2	1	/	-10	97	/	20	/	-2	/
- COc1cc2c(cc1OC)C(NNC(=O)c1ccc(Br)o1)=NC(C)(C)C2
  -0.5	0	-5	-6	77	-3.1	-2	-4	1	16
- CCS(=O)(=O)N1CCC(c2nc(-c3ccc(C(F)(F)F)cc3)no2)CC1
  -0.4	5	-8	3	102	0.8	/	-1	-1	-5
- COc1ccc(CCNC(=O)CCN2C(=O)COc3ccc(C)cc32)cc1OC
  -0.7	-1	0	15	101	-2.1	-1	-4	-3	11
- Cc1ccccc1C(=O)Oc1cc(N)n(S(C)(=O)=O)n1
  1.4	2	-1	5	105	-2.5	-2	-2	-5	13
- Cc1cccc(NC(=S)NCC(c2ccccc2)N(C)C)c1 (centres undefined)
  1.3	-1	0	-17	98	348*	-1	-10	-2	i
- CC(=O)c1ccc(NC(=O)C2CCCC2)cc1
  -0.8	1	4	-10	97	1.3	-1	-13	6	-7
- Cc1cccc(C(=O)OC2CCN(C)CC2)c1
  1.1	-2	0	-6	85	-0.9	-7	-7	0	6
- COc1ccc(-n2cc(-c3ccccc3)[nH]c2=S)cc1
  0.7	-6	7	31	120	0.5	16	0	2	-3
- CCOc1ccccc1C(=O)NCC(=O)N1CCC(C)CC1
  0.0	0	-2	-1	100	-0.9	9	4	-3	4
- Cc1cnc(NC(=O)CSc2nnc(Cc3ccccc3)n2C)s1
  1.0	-1	0	9	105	-2.4	/	1	-4	13
- C=CCN=C1CC(C)(C)CC(=O)/C1=C(/O)CCC(=O)OC
  -0.4	-1	-1	-4	102	-1.8	/	-3	2	10
